FBPA coupling cs: qHTS Assay for Inhibitors of Fructose-1,6-bisphosphate Aldolase from Giardia Lamblia: Coupling assay counterscreen; coupling enzyme system counterscreen, AmpLite Red fluorescence; activity change, negative = inhibition, % at 58.2 µM, hits read low; 290,000 tested, 0.67% active; AID 2472, 2010; in the data active means activity change below about -30%; further: on the % scale 0 is the no-effect control and ±100 the full control effect
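Activity here indicates interference with the coupling reaction, not aldolase inhibition. Compounds at 57.5 uM final met coupling enzymes for 10 min at RT; substrate and AmpLite Red detection followed, with a 525/598 nm fluorescence read after 20 min.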
Menin MLL FP TR: qHTS Assay for Inhibitors Targeting the Menin-MLL Interaction in MLL Related Leukemias: Competition With Texas Red Labeled MLL-derived Mutant Peptide; Menin + Texas Red MLL mutant peptide, fluorescence polarization; Potency, µM (highest dose often 61.6 µM), without a hit: top-dose FP activity change, negative = inhibition, usual class: inhibitors; 270,000 tested, 0.23% active; AID 1768, 2009; active means well fitted inhibition curve with a large enough effect in the polarisation, with a control signal flat, not every such curve was filed as active; inconclusive means small, poorly fitted or top-dose-only effect, or effect the other way, or a change in a side signal; inactive means no such curve, though single readings can be large or run the other way; the % refers to the polarisation; further: potency means the concentration at half of the fitted maximal effect; % of control where 0% means no effect; many of its hits are not listed in these tables
Tb PFK block: qHTS Assay to Find Inhibitors of T. brucei phosphofructokinase. ATP-dependent 6-phosphofructokinase (Trypanosoma brucei brucei), O15648. T. brucei PFK, ADP-Glo luminescence. Potency, µM (titrated, usually from 57.5 µM), inactives show at the highest dose activity, negative = inhibition, actives largely listed as inhibitors. 330,000 tested, 0.17% active. AID 485367, 2010;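 further: potency means the concentration at half of the fitted maximal effect; 0% = uninhibited 1x PFK enzyme wells and -100% = no-enzyme wells; nearly all actives have a fitted effect of over 60% in size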
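In TEA buffer at pH 8.0 with 5 mM MgCl2, enzyme (1.25 nM) converted F6P (0.5 mM) and ATP (0.1 mM) for 45 min at room temperature. ADP product was read by luciferase luminescence.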
GALK inh: qHTS Assay for Inhibitors of Human Galactokinase (GALK); Potency, µM (titrated, usually from 57.5 µM), for inactives: at the highest dose activity change, negative = inhibition, most hits filed as inhibitors; 270,000 tested, 0.007% active; P51570; Purified GALK, Kinase-Glo residual ATP luminescence; AID 1868, 2009; further: potency means the concentration at half of the fitted maximal effect; on the % scale 0 is the no-effect control and ±100 the full control effect
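The enzyme phosphorylates galactose (100 uM) using ATP (35 uM); inhibition is detected as higher residual ATP, quantified by bioluminescence after 1 h reaction at room temperature, pH 8.0.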
PKM2 act: qHTS Assay for Activators of Human Muscle isoform 2 Pyruvate Kinase. purified PKM2, Kinase-Glo ATP luminescence, activation; response scale: 0% is enzyme alone, no compound. Pyruvate kinase PKM (Homo sapiens), P14618. 260,000 tested, 0.34% active. Potency, µM (highest dose often 57.5 µM), inactives show top-dose activation, most hits filed as activators; further: potency means the concentration at half of the fitted maximal effect; on the % scale 0 is the no-effect control and ±100 the full control effect; nearly all actives have a fitted effect of over 55% in size
Target sequence (P14618 whole entry, looked up, canonical isoform): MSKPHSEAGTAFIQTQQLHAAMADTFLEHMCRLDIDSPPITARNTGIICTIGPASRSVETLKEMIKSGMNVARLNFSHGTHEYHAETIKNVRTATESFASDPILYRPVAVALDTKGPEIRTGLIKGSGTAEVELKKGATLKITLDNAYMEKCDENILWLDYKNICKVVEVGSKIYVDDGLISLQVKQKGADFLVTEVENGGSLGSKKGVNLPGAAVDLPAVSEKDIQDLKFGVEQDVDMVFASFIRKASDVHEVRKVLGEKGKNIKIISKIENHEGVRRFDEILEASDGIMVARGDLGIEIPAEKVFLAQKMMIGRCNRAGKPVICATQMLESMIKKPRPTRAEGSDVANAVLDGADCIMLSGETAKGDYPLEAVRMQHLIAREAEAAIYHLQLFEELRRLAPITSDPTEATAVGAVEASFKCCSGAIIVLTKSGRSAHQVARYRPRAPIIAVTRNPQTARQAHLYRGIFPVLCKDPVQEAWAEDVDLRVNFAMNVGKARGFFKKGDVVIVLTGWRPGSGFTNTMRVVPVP
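Kinase-Glo luminescence reports ATP generated from ADP (0.1 mM) and PEP (0.5 mM) by purified hPK-M2 after 1 h at room temperature, pH 7.2 imidazole buffer; intermediate enzyme activity allows detecting inhibitors and activators.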
PTAP TSG101 blk: qHTS Assay for Iinhibitors of HIV-1 Budding by Blocking the Interaction of PTAP/TSG101; Tumor susceptibility gene 101 protein (Homo sapiens), Q99816; 340,000 tested, under 10 active; Fluorescence polarization, FITC-PTAP peptide / Tsg101 binding; Potency, µM (top dose mostly 115 µM), inactives show at the top dose activity change, negative = inhibition, actives largely listed as inhibitors; AID 493005, 2010; active means well fitted inhibition curve with a large enough effect in the main read-out, with a control signal flat, not every such curve was filed as active; inconclusive means small, poorly fitted or top-dose-only effect, or effect the other way, or a change in a side signal; inactive means no such curve, though single readings can be large or run the other way; further: potency means the concentration at half of the fitted maximal effect; % of control where 0% means no effect
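Compounds were pin-transferred onto Tsg101 binding domain (10 uM final) in HEPES pH 7.5 buffer, then FITC-PTAP peptide was added at 50 nM final. After 20 min at RT, polarization reported peptide displacement across a qHTS concentration series.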
Giardia kill: Small Molecules that selectively kill Giardia lamblia: qHTS; Giardia lamblia trophozoite viability; activity change, % at 7.66 µM, hits read low; 340,000 tested, 0.15% active; in the data active means activity change below about -80%; inconclusive means between about -30% and that limit;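 further: parasites exposed to compound for two days anaerobically before the ATP read; on the % scale 0 is the no-effect control and ±100 the full control effect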
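Each well holds 100 Giardia trophozoites and compound. After two days (48 hrs) at 37 deg C in anaerobic conditions, ATP is quantified by luminescence.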
Chronic BCR inh: qHTS Assay to Find Inhibitors of Chronic Active B-Cell Receptor Signaling; Potency, µM (top dose mostly 46.1 µM), without a hit: top-dose ratio change, negative = lower green/red ratio, most hits filed as inhibitors; 340,000 tested, 0.05% active; ABC-DLBCL IkBa-CBG/CBR reporter, luminescence ratio, 4 h; active means well fitted inhibition curve with a large enough effect in the signal ratio, with a control signal flat, not every such curve was filed as active; inconclusive means small, poorly fitted or top-dose-only effect, or effect the other way, or a change in a side signal; the % refers to the signal ratio;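 further: potency means the concentration at half of the fitted maximal effect; plate controls were basal doxycycline-induced cells for no effect and cells given 10 µM MG132 for full effect; MG132 reads +100%, hits lower the ratio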
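Compounds up to 46 uM were incubated four hours with TMD8 cells whose green CBG68 luciferase is fused to IkappaBalpha; red CBR luminescence normalised the signal, and concentration-effect curves were fitted to fusion, red and ratio data.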
ASM inhibitor: Inhibitors of Secretory Acid Sphingomyelinase (S-ASM): qHTS; placental ASM, HMU-PC fluorogenic substrate, 60 min; Potency, µM (titrated, usually from 57.5 µM), for the others: at the highest dose activity change, negative = inhibition, actives largely listed as inhibitors; 340,000 tested, 0.006% active; Sphingomyelin phosphodiesterase (Homo sapiens), P17405; AID 504937, 2011; further: potency means the concentration at half of the fitted maximal effect
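Steps: dispense placental human ASM, pin compound, wait 10 min at room temperature, add HMU-PC0 substrate at 9 uM final, incubate 60 min at 37 °C, add stop solution raising pH to 10, read fluorescence.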
B2AR arrestin: qHTS assay of beta-arrestin-biased ligands of beta2-adrenergic receptor | Beta-2 adrenergic receptor (Homo sapiens), P07550 | beta-arrestin recruitment to beta2AR, cell-based reporter | Potency, µM (series often up to 46.1 µM), inactives show at the top dose activation, usual class: activators | 330,000 tested, 0.02% active | AID 492947, 2010;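 further: potency means the concentration at half of the fitted maximal effect; 0% = DMSO controls and full agonism = EC100 isoproterenol or metaproterenol; nearly all actives have a fitted effect of over 65% in size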
Target sequence (P07550 whole entry, looked up): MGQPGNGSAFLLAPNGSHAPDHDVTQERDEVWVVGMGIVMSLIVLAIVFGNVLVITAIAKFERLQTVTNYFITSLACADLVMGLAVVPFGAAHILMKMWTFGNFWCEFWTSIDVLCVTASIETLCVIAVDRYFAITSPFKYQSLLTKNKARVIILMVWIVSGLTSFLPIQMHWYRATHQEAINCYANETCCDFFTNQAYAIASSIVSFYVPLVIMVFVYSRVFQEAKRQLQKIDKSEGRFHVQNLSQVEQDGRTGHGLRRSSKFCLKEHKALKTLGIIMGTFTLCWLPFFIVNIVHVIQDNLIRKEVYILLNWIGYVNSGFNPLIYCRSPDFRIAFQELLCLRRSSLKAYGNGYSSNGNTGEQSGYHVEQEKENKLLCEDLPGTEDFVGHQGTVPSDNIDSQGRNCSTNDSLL
a7 integrin act: qHTS for Activators of Integrin-Mediated Alleviation for Muscular Dystrophy; Potency, µM (doses to about 38.3 µM), for inactives: at the top dose activation, usual class: activators; alpha7betagal myoblasts, beta-gal FDG fluorescence, 48 h; AID 624291, 2012; 350,000 tested, 0.064% active;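 further: potency means the concentration at half of the fitted maximal effect; 100% = response of the positive control SU9516; nearly all actives have a fitted effect of over 60% in size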
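alpha7betagal+/- myoblasts (passage 13, 250/well) treated 48 h at 37C with compounds at 1:260 dilution of DMSO stock. Lysed, then beta-galactosidase activity read as FDG fluorescence (ex 480/em 540) after 30 min, with pre-read for autofluorescence.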
Numbers without * were called inactive; ? = inconclusive; · = no result given; [ ] = remark or other dose. Unless noted, the call rests on the fitted dose curve; in most records, active means well fitted curve in the direction sought with a large enough effect; inconclusive means small, poorly fitted or top-dose-only effect, or another doubt; inactive means no such curve, though single readings can be large; an effect the other way counts as inactive or inconclusive. This is a subset; count on the stated rates, not on these rows.

SMILES | FBPA coupling cs | Menin MLL FP TR | Tb PFK block | GALK inh | PKM2 act | PTAP TSG101 blk | Giardia kill | Chronic BCR inh | ASM inhibitor | B2AR arrestin | a7 integrin act
CC(C)CNS(=O)(=O)c1ccc(S(=O)(=O)N2CCN(CCC#N)CC2)cc1 | 1 | 0% | -2% | -2% | -13% | -3% | -4 | 13% | -1% | -0.4% | -2%
N#CC1=C(N)Oc2n[nH]c(-c3cccnc3)c2C1c1ccc([N+](=O)[O-])o1 (stereo not drawn) | 1 | 10% | 0% | 11% | · | 0% | -1 | ? | -3% | -0.4% | -61%[inhibitor]
CC(C)(OC(=O)c1ccc(F)cc1)c1cc2ccccc2c(=O)o1 | · | · | 0% | · | · | 2% | -4 | -15% | -4% | 0.0% | -5%
COc1ccc(C(C)=O)c(OC(=O)c2ccc(OC)c(OC)c2)c1 | 5 | -3% | -2% | 3% | 0% | -15% | 3 | ? | -2% | -0.2% | -5%
COc1cc(/C=N/Nc2nc(C)cc(=O)[nH]2)ccc1OC(=O)c1cccnc1 | 1 | -13% | -3% | 15% | 2% | -9% | 11 | 0% | -1% | 0.2% | 5%
Cc1nc(C)c(C(=O)NCc2ccccc2Cl)o1 | -24 | -11% | 5% | 4% | 1% | 1% | -8 | ? | 0% | -0.6% | -26%[7.66 µM]
O=C(NCCCn1ccnc1)c1cc(Br)c(Br)s1 | 0 | -1% | 0% | · | · | -6% | -2 | -8% | 0% | 0.2% | ?
Brc1ccc(NC2=Nc3ccccc3CC2)cc1 | · | 10% | -1% | -1% | 8% | -3% | -7 | ? | 0% | -0.3% | 14%
CN(C)C(=O)c1c([N+](=O)[O-])c(C(C)(C)C)nn1C | 4 | -6% | 0% | 2% | 9% | -1% | 44[activator] | 2% | -4% | 0.0% | -4%
CCOc1ccc(C=NCC(O)c2ccccc2)cc1 (stereo not drawn) | 2 | 44%[activator] | 1% | -2% | · | 2% | -29 | 1% | 0% | 0.1% | 0%
O=C(Oc1ccc(OC(=O)c2ccco2)c(S(=O)(=O)c2ccc(Br)cc2)c1)c1ccco1 | -1 | 10µM* | -3% | 3% | 4.5µM* | -4% | -4 | 1% | -1% | 3.8% | 25%
O=C(CSc1ncccn1)Nc1ccc2[nH]c(=O)[nH]c2c1 | · | · | -3% | · | · | -1% | 0 | 4% | 3% | 0.2% | 11%
O=C(c1cccc(N2C(=O)C3CC=CCC3C2=O)c1)N1CCN(c2ccccc2)CC1 (stereo not drawn) | 0 | -20% | -4% | -2% | -3% | · | -24 | ? | 2% | -0.2% | -5%
CCn1c(CC(=O)Nc2ccccc2F)nnc1SCC(=O)N1CCN(c2ccccc2)CC1 | 0 | -7% | -1% | 0% | -9% | -5% | 0 | -1% | 5% | 3.3% | -8%
CO/N=C/C1CCN(c2ncc(C(F)(F)F)cc2Cl)C1=O (stereo not drawn) | 0 | -1% | 1% | 1% | · | -3% | 9 | -1% | 2% | 0.1% | -13%

Arranged by molecular weight (largest number first): three of the compounds above
SMILES | FBPA coupling cs | Menin MLL FP TR | Tb PFK block | GALK inh | PKM2 act | PTAP TSG101 blk | Giardia kill | Chronic BCR inh | ASM inhibitor | B2AR arrestin | a7 integrin act
O=C(NCCCn1ccnc1)c1cc(Br)c(Br)s1 | 0 | -1% | 0% | · | · | -6% | -2 | -8% | 0% | 0.2% | ?
CCOc1ccc(C=NCC(O)c2ccccc2)cc1 (stereo not drawn) | 2 | 44%[activator] | 1% | -2% | · | 2% | -29 | 1% | 0% | 0.1% | 0%
Cc1nc(C)c(C(=O)NCc2ccccc2Cl)o1 | -24 | -11% | 5% | 4% | 1% | 1% | -8 | ? | 0% | -0.6% | -26%[7.66 µM]

Other structures follow:
SMILES | FBPA coupling cs | Menin MLL FP TR | Tb PFK block | GALK inh | PKM2 act | PTAP TSG101 blk | Giardia kill | Chronic BCR inh | ASM inhibitor | B2AR arrestin | a7 integrin act
CS(=O)(=O)NN1C(=O)c2ccccc2NC1c1c[nH]c2ccccc12 (stereo not drawn) | 1 | 20% | -16% | -2% | -2% | -8% | 9 | 6% | 4% | -0.2% | 0%
O=C(NC(=S)Nc1ccccc1F)C1CCCCC1 | · | · | 1% | 1% | -7% | · | · | ? | · | -0.1% | ·
C#CCOCCOCCOCCNc1nc(N2CCN(C(=O)CCCCCCCCCCNC(=O)[C@H](CCCCN)n3cc(CCCC(=O)O)nn3)CC2)nc(N2CCN(C(=O)CCCCCCCCCCNC(=O)[C@@H]([C@H](C)O)n3cc(C)nn3)CC2)n1 | · | · | -11% | · | · | · | -18 | -2% | -3% | 0.0% | 1%
O=C(N/N=C/c1cn(-c2ccccc2)nc1-c1cccs1)c1ccncc1 | -3 | ? | 3% | 0% | 7% | -1% | 6 | ? | -9% | 0.7% | -4%
O=Cc1c(NCCCN2CCCC2=O)c2ccccc2[nH]c1=O | 1 | -11% | 0% | -1% | 0% | -4% | -2 | -1% | 5% | -0.3% | 34%
C1CN(CCN2CCOCC2)CCN1 | 0 | -4% | 1% | 4% | 4% | 1% | 7 | 2% | -3% | 0.2% | 28%
O=S(=O)(Nc1cc(S(=O)(=O)N2CCOCC2)ccc1Cl)c1ccccc1 | · | · | -5% | · | · | 0% | 4 | 1% | 0% | -0.4% | 11%
O=C(CCl)N(Cc1cc(=O)[nH]c2ccccc12)c1ccccc1 | 2 | -13% | -4% | 0% | · | 1% | 12 | ? | 1% | -0.9% | -57%[inhibitor]
C[C@H](CO)N1C[C@H](C)[C@@H](CN(C)C(=O)Nc2ccccc2)Oc2ccc(NC(=O)CCN3CCOCC3)cc2C1=O | · | · | 6% | · | · | 2% | -22 | -1% | 3% | 4.2% | 0%
COc1cc(/C=C2\C(=O)N(CCC#N)N=C2C)ccc1OCC(=O)Nc1ccccc1 | 1 | 8% | ? | 0% | ? | -1% | 15 | ? | -4% | -0.3% | 5%
CCCCn1c2ccccc2c2cc(CC(N)=O)ccc21 | -3 | · | 6% | -1% | 5% | -7% | 16 | -11% | -3% | -0.5% | -12%
CCc1cc(=O)oc2c3c(cc(OCC(=O)NCCCC(=O)O)c12)OC(C)(C)CC3 | 6 | -1% | 4% | 1% | · | 1% | 21 | 1% | 49%[activator] | 0.2% | 21%
Cc1noc(C)c1NC(=O)Nc1ccc2c(c1)C(=O)N([C@H](C)CO)C[C@H](C)[C@@H](CN(C)C(=O)Nc1ccc3c(c1)OCO3)O2 | · | · | -2% | · | · | 0% | -18 | 0% | 1% | -0.2% | 25%
CC1(c2ccc(Cl)cc2)NC(=O)CS1 (stereo not drawn) | -6 | 2% | 0% | 1% | 10% | -2% | -1 | 1% | -2% | -0.5% | 9%
Cn1c(=O)c2cn(-c3ccc4c(c3)OCCO4)cc2n(C)c1=O | -30 | -6% | -1% | -2% | 4% | 0% | -11 | ? | 1% | 0.4% | -16%
Cc1ccc(CCNC(=O)C2CCC(=O)N2Cc2ccc(F)cc2)cc1 (stereo not drawn) | 1 | 0% | 0% | 2% | · | -5% | ? | ? | 0% | 0.2% | 0%
CC(C)n1ncc2c(C(=O)N3CCN(Cc4ccc(Br)s4)CC3)cc(C3CC3)nc21 | · | · | -1% | · | · | -2% | -14 | 1% | -7% | 0.0% | -42%
CCN(C[C@H]1N[C@@](CC)(C(=O)OC)[C@H]2C(=O)N(C)C(=O)[C@@H]12)C(=O)COC | · | · | -3% | · | · | 1% | -12 | -1% | 5% | -0.9% | 12%
CCOc1ccc(NS(=O)(=O)c2ccc(C(=O)N3CCCCC3)cc2)cc1 | 5 | -8% | 2% | -5% | -2% | 0% | 11 | 0% | 0% | 0.5% | 0%
Cc1ccc(S(=O)(=O)N2CCN(C(=O)CNC(=O)c3ccc(Br)o3)CC2)cc1 | · | · | 0% | · | · | -2% | -22 | 11% | -4% | 0.0% | -6%
